Gli-Sufu block = blocks Gli-Sufu signaling in a luciferase reporter; Sufu-KO-LIGHT fibroblasts, Gli luciferase reporter luminescence; inhibition, % at 5 µM; actives 0.74% (n = 340,000); AID 588413;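 active = inhibition above about 55%, limit read from the data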;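 also: 0% = DMSO-treated cells and 100% = wells with medium but no cells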
CXCR6 block = CXCR6 (human) receptor inhibition; O00574; CHO-K1 PathHunter CXCR6 beta-arrestin, luminescence; inhibition, % at 20 µM; actives 0.36% (n = 360,000); in the data active = inhibition above about 34%, passing the limit was not always enough;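 also: antagonist mode with CXCL16 agonist at 10 nM final; 0% = 10 nM CXCL16 with DMSO and 100% = unstimulated wells without agonist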
Target sequence (O00574 whole entry, looked up): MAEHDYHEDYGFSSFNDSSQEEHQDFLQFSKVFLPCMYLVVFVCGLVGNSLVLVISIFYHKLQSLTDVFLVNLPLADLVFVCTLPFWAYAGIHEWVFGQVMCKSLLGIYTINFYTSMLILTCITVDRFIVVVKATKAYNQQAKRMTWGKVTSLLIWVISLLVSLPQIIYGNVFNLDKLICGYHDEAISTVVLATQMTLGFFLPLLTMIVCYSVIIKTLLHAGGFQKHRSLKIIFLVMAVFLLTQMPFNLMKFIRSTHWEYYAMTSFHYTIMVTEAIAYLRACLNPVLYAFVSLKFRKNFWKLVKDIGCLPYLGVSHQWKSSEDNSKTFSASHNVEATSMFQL
GRIN3A LBD mod = modulates the human NR3A ligand-binding domain | actives 2.5% (n = 340,000) | AID 1259313 | Tm shift relative to glycine control, % at 25 µM | NR3A LBD differential scanning fluorimetry, Tm shift; 0% = protein alone, 100% = glycine-bound protein;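 active = melting temperature shift of at least 10% of the positive control shift, at one fixed dose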
EBI2 antag = EBI2 (human) antagonism | P32249 | EBI2 beta-arrestin recruitment, luminescence, 7a,25-OHC stimulated | inhibition, % at 5 µM | actives 0.81% (n = 360,000) | AID 651636; in the data active = inhibition above about 38%;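 also: enzyme fragment complementation signal reports receptor beta-arrestin coupling in cells; 0% = agonist plus DMSO wells and 100% = wells without agonist; some results beyond the cut were filed as inactive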
Target sequence (P32249 whole entry, looked up, the tested form may be a part): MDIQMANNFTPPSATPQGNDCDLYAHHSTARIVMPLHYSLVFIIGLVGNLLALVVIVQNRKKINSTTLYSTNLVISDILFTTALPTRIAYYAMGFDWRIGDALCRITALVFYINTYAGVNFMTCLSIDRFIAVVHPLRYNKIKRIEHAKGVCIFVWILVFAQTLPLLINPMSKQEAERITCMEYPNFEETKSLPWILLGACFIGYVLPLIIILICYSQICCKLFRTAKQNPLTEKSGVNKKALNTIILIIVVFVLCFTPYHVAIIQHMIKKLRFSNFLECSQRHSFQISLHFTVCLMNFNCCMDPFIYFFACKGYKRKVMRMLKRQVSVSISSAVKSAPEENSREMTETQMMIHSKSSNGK
APOBEC3A inh = blocks human APOBEC3A ssDNA deamination. P31941. recombinant A3A, FAM/TAMRA ssDNA deamination fluorescence. inhibition, % at 20 µM. actives 0.41% (n = 330,000). AID 493011;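 active = at least 40% inhibition at 20 µM here, with at most 30% in a related deaminase screen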;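 also: plate controls were A3A with DMSO for no effect and wells lacking A3A enzyme for full effect; some results filed as inactive read as strong as hits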
Target sequence (P31941 whole entry, looked up): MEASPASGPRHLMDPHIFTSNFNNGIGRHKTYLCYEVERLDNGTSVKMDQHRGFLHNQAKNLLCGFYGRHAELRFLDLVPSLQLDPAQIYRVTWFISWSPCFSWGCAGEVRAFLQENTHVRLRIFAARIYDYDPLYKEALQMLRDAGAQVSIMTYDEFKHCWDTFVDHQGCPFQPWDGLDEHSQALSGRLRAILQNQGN
MPTP inh = inhibitors of mitochondrial permeability transition pore; isolated mouse mitochondria, Ca2+ swelling absorbance, 30 min; inhibition, % at 10 µM; actives 1.4% (n = 360,000); AID 602449;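 active = inhibition of 50% or more, scaled per plate between neutral and stimulator controls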;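 also: 0% = DMSO wells given calcium and 100% = 1 mM EGTA wells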
CCR6 antag = antagonists of human CCR6 receptor; actives 0.49% (n = 340,000); CHO-K1 CCR6 PathHunter beta-arrestin, luminescence, CCL20-stimulated; inhibition, % at 20 µM; P51684;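 active = compounds whose inhibition of the agonist-driven luminescence signal at 20 µM reaches about 50%, limit read from the data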;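 also: cells stimulated with CCL20 at 14 nM final; plate controls were DMSO with CCL20 for no effect and DMSO without agonist for full effect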
APOBEC3G inh = inhibitors of human APOBEC3G DNA deaminase; recombinant A3G, ssDNA deamination FAM/TAMRA fluorescence; inhibition, % at 20 µM; Q9HC16; actives 0.28% (n = 330,000); AID 493012;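 active = inhibition of at least 40% at 20 µM, with no more than 30% in the related APOBEC3A deaminase screen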;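 also: plate controls were DMSO wells with A3G for no effect and wells lacking A3G enzyme for full effect; some compounds called inactive have numbers as strong as hits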
* hit, by the source's call; . = not tested or not shown.

SMILES	Gli-Sufu block	CXCR6 block	GRIN3A LBD mod	EBI2 antag	APOBEC3A inh	MPTP inh	CCR6 antag	APOBEC3G inh
Cc1cccc(N2CCN(C(=O)CCS(=O)(=O)c3ccc4c(c3)NC(=O)CO4)CC2)c1C	5	-5	0	0	0	-1.6	-3	-3
Cc1ccc2nc(C)cc(N/N=C/c3cccc(O)c3)c2c1	19	-2	1	-7	-1	1.0	-6	3
O=C1N(c2ccccc2)C[C@@H]2C[C@@H](c3cccs3)N3CCC[C@@]123	8	2	0	2	4	0.6	6	3
Cc1ccc(C(=O)/C=C/c2ccc3c(c2)OCO3)o1	-19	10	0	7	4	0.2	30	7
O=C(N1CCCCC1)C12CC3CC(CC(C3)C1)C2	-26	-11	0	-7	-1	-3.0	-5	-3
COc1ccc(CC2(C)OC(c3ccc(C)c([N+](=O)[O-])c3)=NN2C(C)=O)cc1 (centres undefined)	4	14	-1	7	0	2.2	29	-8
CC(CN1CCCCC1)C(=O)NN (centres undefined)	-7	4	1	-3	-4	-5.7	9	-1
O=C(Cc1ccccc1)NNC1=NS(=O)(=O)c2ccccc21	5	5	-1	3	-3	-1.1	-3	-6
Cc1cc(C)n(CC(=O)c2cccc([N+](=O)[O-])c2)n1	-27	0	0	-2	2	-1.6	-8	-3
N=c1oc2ccc(Cl)cc2cc1C(=O)NC1CCCCCC1	6	8	0	8	-4	0.2	-1	-6
O=C1c2cccc3cccc(c23)N1Cc1ccc(F)cc1	-3	-6	0	8	0	3.9	13	-12
FC(F)(F)COc1ccc(-n2ccnc2)nn1	-18	3	-2	6	-1	2.4	6	-5
CN1C[C@H]2CON(C)[C@H]2C[C@H]1c1cccc(-c2ccc(C#N)cc2)c1	-32	0	-1	-7	.	0.6	8	.
COc1cccc(C(=O)Nc2cccc(C(=O)NCC(C)C)c2)c1	27	-3	13*	-1	0	1.1	6	-1
Cn1c(SCC(=O)c2ccccc2)nnc1-c1ccco1	-16	-5	1	-1	-1	0.1	8	-1
O=S(=O)(Cc1ccccc1Cl)N1CCN(Cc2ccc3c(c2)OCO3)CC1	1	-11	0	-3	-3	0.5	1	-8
CC(C)(C)n1nc2c(c1NC(=O)c1ccc(S(=O)(=O)N3CCCCC3)cc1)CS(=O)C2 (centres undefined)	-6	4	0	-7	-2	-1.0	-4	-4
CCOC(=O)C1CCN(Cc2cnc(Oc3ccc(C(C)(C)C)cc3)s2)CC1	1	1	2	-14	0	3.8	4	-4
Cc1ccc(OCC(=O)Nc2ccc3c(c2)C(=O)NC3=O)cc1	-3	-5	1	7	-2	-0.1	-2	-8
CS(=O)(=O)c1ccc(NC(=O)c2cc3c(cc2Cl)N2CCCCCC2=NS3(=O)=O)cc1	-8	-4	2	-9	.	-0.4	6	.
O=C(C1=C[C@@H](c2ccccc2)C[C@@H](OCCCCO)O1)N1CCOCC1	-2	-5	3	1	-5	-0.3	-5	-13
COc1cc(C(=O)NCc2ccc3c(c2)cc(C)n3C)cc(OC)c1OC	19	-6	-4	-4	1	1.2	6	-3
O=C(Nc1ccc(Cl)c(S(=O)(=O)N2CCOCC2)c1)c1ccc(OCC2CCCO2)cc1 (centres undefined)	37	-6	-3	-16	-3	4.7	-14	-9
CC(C)N(Cc1ccccc1)C(=O)COC(=O)c1cc(S(=O)(=O)N(C)C)ccc1N1CCCC1	4	11	1	0	0	0.7	24	-6
CC1CN(c2ccc([N+](=O)[O-])cn2)CC(C)O1 (centres undefined)	1	0	1	-4	0	1.6	4	2
C/C(=N/O)c1cc(C(C)(C)C)c(O)c(C(C)(C)C)c1	4	-3	1	15	5	0.3	-1	-1
COc1cc(/C=C/C(=O)OCC(=O)NCCN2C(=O)CSC2=O)ccc1OCC#N	.	-4	1	-2	-2	-1.5	5	-5
Cc1ccccc1C(=O)Nc1cccc(NC(=O)c2ncn[nH]2)c1	-3	-3	-4	-13	2	0.7	-9	5
CCc1ccc(/C=C2\SC(=S)N(CCC(=O)NCCCN3CCOCC3)C2=O)cc1	13	-8	-1	-9	1	-0.4	18	5
O=C1C(=O)N(Cc2cccnc2)C(c2cccc(Br)c2)/C1=C(/O)c1ccc2c(c1)OCO2 (centres undefined)	-5	0	-2	-1	-3	-0.9	-3	19
COc1ccc(C(=O)N2CCCC(N3CCN(c4ccccc4F)CC3)C2)c(OC)n1 (centres undefined)	-4	5	-3	10	2	-1.6	4	-6
c1ccc2c(c1)C(=NC1CCCCC1)NC2=NC1CCCCC1	-1	-6	1	14	-5	68*	3	-6
CC(C)C(=O)C1=Cc2cc([N+](=O)[O-])ccc2OC1N1CCOCC1 (centres undefined)	-3	8	-1	-5	-5	-1.9	15	-4
O=C(Cc1cn2ccsc2n1)OCc1nc2ccccc2s1	6	.	0	.	8	.	12	4
CC/C(O)=C1\C(=O)CCCC1=NCCc1c(C)[nH]c2ccc(C)cc12	-7	-2	-3	2	4	1.1	8	0
Cc1sc2nc(COC(=O)c3cccc(S(=O)(=O)N(C)c4ccccc4)c3)[nH]c(=O)c2c1C	3	-2	-4	7	5	1.5	11	0
CCOc1ccc(NC(=O)CSc2nc3ccccc3nc2N2CCCC2)cc1	0	6	1	14	-3	0.0	12	-4
Cc1ccc(S(=O)(=O)NCCC(=O)Nc2ccc(C)cc2C(=O)c2ccccc2)cc1	1	3	-1	2	-7	20	2	-6
CCOc1ccccc1CN1C(=O)c2ccccc2C1C(=O)NCC1CCCO1 (centres undefined)	-1	-2	0	1	0	-0.2	-1	9
NC(=O)c1nn(CC(=O)Nc2cccc(S(=O)(=O)N3CCCC3)c2)c(=O)c2ccccc12	14	-5	-2	-2	10	-0.8	-1	1
CCN(CC)CCN1C(=O)C(O)=C(C(=O)c2cc3cccc(OC)c3o2)C1c1ccc(F)cc1 (centres undefined)	-5	1	0	-4	-6	1.7	-5	-2
COc1ccccc1N1CCN(C(=O)CSc2nnc(NC(=O)C(C)C)s2)CC1	2	3	0	-11	0	-1.3	14	-6
Cc1ncc([N+](=O)[O-])n1CC(=O)NC1CCCCC1	2	8	-1	-23	2	0.6	4	1
Cc1cccc(C(C)(C)C)c1OCCN1CCCC1	6	2	-5	3	1	0.6	2	2
CC1CCN(C(=O)COC(=O)/C=C/c2ccco2)CC1	-10	-2	2	-1	13	0.1	-6	-3
CCOCCCn1c(SCC(=O)NC(C)(C)C)nc2ccccc2c1=O	3	9	-1	-1	2	-0.4	15	0
CC(C)NC(=O)CC1C(=O)N(Cc2ccccc2)C(C)c2nc3ccccc3n21 (centres undefined)	1	-3	0	-2	3	0.6	8	5
CCN(CC)CCCN(C(=O)c1ccco1)c1nc(-c2ccc(Cl)cc2)cs1	39	-15	-1	13	2	2.7	7	-9
CCn1c(=O)c2ccccc2n2c(SCC(=O)NCc3cccs3)nnc12	4	6	1	-4	1	-1.3	-6	-2
COC(=O)C=CC(=NNc1ccccc1)c1ccccc1	5	3	-5	-6	.	2.1	25	.

Other records
SMILES	Gli-Sufu block	CXCR6 block	GRIN3A LBD mod	EBI2 antag	APOBEC3A inh	MPTP inh	CCR6 antag	APOBEC3G inh
COc1ccccc1NC(=O)NC1(C(=O)N2CCOCC2)CCCCC1	9	0	1	1	-2	-0.1	-11	-5
COc1ccc(Sc2ccccc2CN(C)C)cc1OC	8	5	5	9	-2	1.9	45	-5
CN(CC(=O)Nc1c(Cl)cccc1Cl)C(=O)c1cccc(S(=O)(=O)NCc2ccccc2)c1	5	0	0	-3	-2	-1.2	10	-5
CN(C)c1ccc(/C=C(/C#N)C(=O)NCc2ccccc2)o1	-34	12	-5	11	0	0.7	13	-4
O=C(Nc1ccncc1)c1ccc([N+](=O)[O-])cc1Cl	22	-27	-2	-7	-4	-0.9	-2	-6
Cc1nn(C)c(C(=O)N/N=C/c2ccccn2)c1[N+](=O)[O-]	3	-3	5	-4	-7	-2.5	-13	-4
CCN(C(=O)c1coc(=O)c(Br)c1)c1ccc2c(c1)OCO2	-12	3	2	7	-1	-1.7	7	2
CC(NC(=O)c1ccc(Cl)cc1)C(=O)N1CCCCC1 (centres undefined)	-5	4	-1	7	-4	-3.0	2	-8
Cn1cc([N+](=O)[O-])c(C(=O)Nc2ccc(Br)cn2)n1	-15	-9	2	-3	6	0.5	-12	1
CCCCOc1cccc(OCC(=O)Nc2nc3ccccc3[nH]2)c1	-15	-8	-6	4	3	-1.3	39	-2
Cc1ccc(CN2CC[C@H]3C=CCc4cccc(c43)C2)cc1	-6	-9	0	7	-2	1.5	2	-3
COc1ccccc1-c1ccc2nnc(SC)n2n1	7	6	1	-12	-7	-0.4	3	-6
O=C(NCc1ccccn1)C1CCN(S(=O)(=O)c2ccccc2C(F)(F)F)CC1	-9	4	2	-1	-1	-1.0	16	-5
Cc1ccc(NC(=O)c2cccc(S(=O)(=O)N3CCCC3)c2)nc1	-9	9	-3	0	17	-2.0	17	-2
CCOc1ccc(C(=O)Cc2cc3cccc(OC)c3oc2=O)cc1	-33	-13	-4	7	2	-0.7	9	3
CCC(=O)Nc1cc2c(C)cc(=O)oc2cc1C	-6	0	-1	-13	-1	-0.8	13	-1
O=C(Nc1nnc(-c2ccccc2SCc2ccccc2)s1)Nc1ccccc1F	7	-15	2	-24	-1	1.2	-19	-3
COC(=O)CNC(=O)C12CC3CC(C1)CC(c1ccc(C)cc1)(C3)C2	25	6	0	3	-1	-3.5	-2	-9
Cc1nc(C)c(-c2csc(Nc3ccc(N)cc3)n2)s1	12	-11	-3	16	0	0.1	10	-9
COCCn1c(C)cc(/C=C2/NC(=O)N(Cc3ccc(C)cc3)C2=O)c1C	-7	8	0	13	-2	0.5	5	-4

The closing 3 compounds of the section above open the next one.
SMILES	Gli-Sufu block	CXCR6 block	GRIN3A LBD mod	EBI2 antag	APOBEC3A inh	MPTP inh	CCR6 antag	APOBEC3G inh
COC(=O)CNC(=O)C12CC3CC(C1)CC(c1ccc(C)cc1)(C3)C2	25	6	0	3	-1	-3.5	-2	-9
Cc1nc(C)c(-c2csc(Nc3ccc(N)cc3)n2)s1	12	-11	-3	16	0	0.1	10	-9
COCCn1c(C)cc(/C=C2/NC(=O)N(Cc3ccc(C)cc3)C2=O)c1C	-7	8	0	13	-2	0.5	5	-4
O=C(OCc1c(F)cccc1Cl)c1cnc2ccccc2n1	10	1	1	-4	-4	-0.4	23	-9
CC(C)CCn1c(SCCc2ccccc2)nc2c1c(=O)[nH]c(=O)n2C	6	-7	1	21	-1	-1.3	0	3
CCS(=O)(=O)N1CCC(C(=O)NCCN2CCN(Cc3ccccc3)CC2)CC1	2	1	-1	3	-1	0.0	-11	9
Cc1occc1C(=O)N/N=C/C=C/c1ccc(N(C)C)cc1	-30	-8	-1	5	-2	0.5	1	-4
O=C(CSc1nnc(-c2ccco2)n1Cc1ccccc1)OC1CCCCC1	-18	9	1	28	-1	0.7	11	-3
CCN(CC)C(=O)c1sc2nc(-c3ccc(OC)cc3)cn2c1C	-67	-4	0	6	-3	1.6	9	-5
Cc1cc(C)c(OCC(=O)OCC(=O)NCCC2=CCCCC2)c(C)c1	-13	3	-1	-14	2	-0.3	14	4
CC(C)(C)n1nnnc1CN(Cc1ccc(F)cc1)Cc1ccco1	-1	15	-1	10	-1	-0.5	6	-2
CC(C)CNS(=O)(=O)c1ccc(CCC(=O)NCc2ccncc2)cc1	-7	-4	-1	-3	1	-1.5	-6	-8
O=C(Nc1ccc(Cl)cc1)C1C2C=CC3(O2)C1C(=O)N(CCN1CCCCC1)C3C(=O)NC1CCCCC1 (centres undefined)	4	9	-2	-3	-3	1.2	0	-9
CCCc1c(OCCCCc2nn[nH]n2)ccc(C(C)=O)c1O	10	0	-9	6	-1	3.2	3	-7
COc1ccccc1C(=O)Nc1ccc(N2CCN(S(C)(=O)=O)CC2)cc1	-43	-3	2	-5	-3	1.1	-11	-4
O=C(NNC(=O)c1ccccc1O)c1ccco1	-6	-4	1	0	1	-1.4	-7	-1
O=C(CNC(=O)c1ccco1)N/N=C/c1c[nH]c2ccccc12	-6	-5	0	0	-1	-3.9	-2	-9

Assay outcomes as filed in PubChem.
